Screens from PubChem BioAssay.
rTrxR1 inhibitor – blocks rat thioredoxin reductase 1; Potency, µM (titrated, usually from 114 µM), inactives show at the highest dose activity change, negative = inhibition, usual class: inhibitors; 390,000 compounds, 1% hits; O89049; recombinant rTrxR1, NADPH fluorescence consumption, selenite substrate; note: potency is the fitted concentration of half-maximal effect; % is set by controls: 0 for no effect and ±100 for the full control effect; nearly all actives have a fitted effect of over 65% in size
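Rat TrxR1 (90 nM in the dispensed reagent) was pre-reduced with 400 uM NADPH for 5 min at room temperature, then incubated with compound for 15 min. After 400 uM selenite was added, NADPH fluorescence (Ex 340/Em 450 nm) was followed for 8 min.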
Pin1 inhibitor – inhibitors of human Pin1; Q13526; 390,000 compounds, 0.009% hits; Potency, µM (titrated, usually from 115 µM), for inactives: at the top dose activity, negative = inhibition, hits mostly inhibitors; Pin1 FP peptide displacement, HiFluor488, 10 min; active = well fitted inhibition curve with a large enough effect in the polarisation, with a control signal flat, not every such curve was filed as active; inconclusive = small, poorly fitted or top-dose-only effect, or effect the other way, or a change in a side signal; inactive = no such curve, though single readings can be large or run the other way; the % refers to the polarisation; note: potency is the fitted concentration of half-maximal effect; % is set by controls: 0 for no effect and ±100 for the full control effect
Target sequence (Q13526 whole entry, looked up): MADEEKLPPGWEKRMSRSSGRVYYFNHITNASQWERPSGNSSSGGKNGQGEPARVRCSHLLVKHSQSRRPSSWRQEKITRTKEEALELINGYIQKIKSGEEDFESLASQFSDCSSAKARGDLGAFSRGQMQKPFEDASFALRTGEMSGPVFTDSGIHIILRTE
mIDH1 inhibitor – blocks human mutant IDH1 R132H enzyme. IDH1-R132H enzyme, NADPH consumption, diaphorase/resazurin fluorescence. Potency, µM (highest dose often 76.6 µM), for the others: at the top dose activity change, negative = inhibition, most hits filed as inhibitors. 390,000 compounds, 0.093% hits. AID 602179; note: potency is the fitted concentration of half-maximal effect; % is set by controls: 0 for no effect and ±100 for the full control effect; nearly all actives have a fitted effect of over 65% in size
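IDH1-R132H (0.5 ug/mL dispensed) in pH 7.5 Tris buffer was preincubated 30 min with compound, then given a substrate mix of 0.016 mM NADPH and 2 mM alpha-KG for 80 min at room temperature; remaining NADPH was read by diaphorase/resazurin fluorescence.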
USP1-UAF1 inh – USP1/UAF1 (human) deubiquitinase inhibition. recombinant USP1/UAF1, Ub-Rhodamine cleavage fluorescence. Potency, µM (series often up to 57.1 µM), for inactives: at the top dose activity change, negative = inhibition, hits mostly inhibitors. 390,000 compounds, 0.23% hits; note: potency is the fitted concentration of half-maximal effect; % is set by controls: 0 for no effect and ±100 for the full control effect; nearly all actives have a fitted effect of over 60% in size; inactives centre near -12
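High-throughput fluorogenic screen: 1nM USP1/UAF1 complex, Ub-Rho substrate 150nM final, 50mM HEPES pH 7.8 with 0.5mM EDTA, 0.1 mg/ml BSA, 1mM TCEP and 0.01% Tween-20.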
TrxR1 substrate – is turned over as a substrate by rat TrxR1; O89049; purified TrxR1 substrate turnover, NADPH consumption readout; Potency, µM (top dose mostly 114 µM), inactives show at the highest dose activity change, negative = substrate turnover; 390,000 compounds, 0.01% hits; note: potency is the fitted concentration of half-maximal effect; % is set by controls: 0 for no effect and ±100 for the full control effect; nearly all actives have a fitted effect of over 50% in size
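Rat TrxR1, dispensed at 90 nM, was prereduced with 400 uM NADPH (final) for 5 min at ~22 deg C, then incubated with compound 15 min before 400 uM selenite. A first-read NADPH fluorescence drop versus no-compound background flagged substrates.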
HP1b chromo inh – blocks HP1-beta chromodomain binding to methylated histone tails; AlphaScreen HP1-beta / biotin-H3K9me3 peptide binding; Potency, µM (top dose mostly 114 µM), for the others: top-dose activity change, negative = inhibition, hits mostly inhibitors; 390,000 compounds, 0.56% hits; note: potency is the fitted concentration of half-maximal effect; nearly all actives have a fitted effect of over 70% in size; inactives centre near 23
Target sequence (P83916 whole entry, looked up): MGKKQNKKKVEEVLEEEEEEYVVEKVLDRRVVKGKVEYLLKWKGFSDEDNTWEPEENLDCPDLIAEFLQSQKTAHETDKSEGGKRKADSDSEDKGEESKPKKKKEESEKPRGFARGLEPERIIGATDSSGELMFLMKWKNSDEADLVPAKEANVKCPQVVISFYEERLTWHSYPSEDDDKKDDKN
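Compound inhibition of the preformed complex between 50 nM HP1-beta and 50 nM biotinylated H3K9me3 peptide was read by AlphaScreen. Buffer was PBS pH 7.4 with 0.01% Tween-20. Incubations ran 30 min at room temperature, with 10 ug/mL donor/acceptor beads.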
PI4K2A inh – PI4K2A (human) kinase inhibition; Q9BTU6; purified PI4K2A, ADP-Glo luminescence, 1 h; active compounds read low; activity change, negative = inhibition, % at 76.9 µM; 420,000 compounds, 0.13% hits; in the data active = activity change below about -50%; inconclusive = mostly about -30% to -49%;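 note: -100% = wells without enzyme as full effect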
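In this quantitative HTS, ADP production by PI4K2A was quantified luminescently after 1 h at ambient temperature; 100 microM adenosine served as plate-quality control.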
GLS inh – glutaminase GLS (human) inhibition. 410,000 compounds, 0.21% hits. AID 624170. O94925. GLS enzymatic activity, qHTS titration. Potency, µM (titrated, usually from 45.5 µM), inactives show top-dose activity change, negative = inhibition, usual class: inhibitors; note: potency is the fitted concentration of half-maximal effect; % is set by controls: 0 for no effect and ±100 for the full control effect
Target sequence (O94925 whole entry, looked up): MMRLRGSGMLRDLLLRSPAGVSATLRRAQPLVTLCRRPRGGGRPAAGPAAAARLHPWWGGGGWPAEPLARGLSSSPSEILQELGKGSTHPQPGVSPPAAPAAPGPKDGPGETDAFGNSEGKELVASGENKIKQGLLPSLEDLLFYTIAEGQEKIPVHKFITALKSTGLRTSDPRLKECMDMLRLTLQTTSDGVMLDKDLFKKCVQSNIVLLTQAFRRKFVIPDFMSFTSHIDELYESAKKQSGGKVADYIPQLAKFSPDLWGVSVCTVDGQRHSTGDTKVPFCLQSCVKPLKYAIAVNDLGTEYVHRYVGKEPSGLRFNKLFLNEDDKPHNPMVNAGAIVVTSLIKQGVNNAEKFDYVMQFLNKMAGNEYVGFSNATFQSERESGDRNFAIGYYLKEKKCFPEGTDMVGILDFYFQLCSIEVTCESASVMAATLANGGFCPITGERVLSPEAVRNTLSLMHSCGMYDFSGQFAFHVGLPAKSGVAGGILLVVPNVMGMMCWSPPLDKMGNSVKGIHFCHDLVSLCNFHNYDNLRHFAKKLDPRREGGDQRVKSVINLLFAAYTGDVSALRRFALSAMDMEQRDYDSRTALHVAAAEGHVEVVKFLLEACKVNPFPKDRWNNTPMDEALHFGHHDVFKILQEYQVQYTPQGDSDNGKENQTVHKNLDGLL
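Read-out is an Amplex red fluorescence increase coupled through glutamate oxidase and HRP, measured before and after 30 min room-temperature incubation. hKGA is in 45 mM KH2PO4 (pH 8.2) with 0.02% Tween-20; glutamine added as 1mM solution.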
PGK inhibitor – T. brucei PGK inhibition | AID 602233 | Potency, µM (titrated, usually from 57.5 µM), for the others: at the highest dose activity change, negative = inhibition, actives largely listed as inhibitors | P07378 | PGK/GAPDH coupled, Kinase-Glo luminescence, 60 min | 380,000 compounds, 0.043% hits; note: potency is the fitted concentration of half-maximal effect; % is set by controls: 0 for no effect and ±100 for the full control effect; nearly all actives have a fitted effect of over 60% in size
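Luminescent ATP detection (Kinase-Glo Plus) follows a 60-minute room-temperature incubation, with wells lacking PGK as controls. Buffer: 100 mM TEA (pH 7.6), 5 mM MgCl2, 0.01% Tween-20. Coupling enzyme GAPDH (100 nM final) supplies unstable 1,3-BPG in-well.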
The depositor's hits bear a star; i = inactive; ? = inconclusive; & = joins results of further samples; [ ] = remark or other dose. Unless noted, calls come from the whole dose curve; as a rule, active = well fitted curve in the direction sought with a large enough effect; inconclusive = small, poorly fitted or top-dose-only effect, or another doubt; inactive = no such curve, though single readings can be large; an effect the other way counts as inactive or inconclusive. The list is partial; the hit share may differ from the screen's.

SMILES	rTrxR1 inhibitor	Pin1 inhibitor	mIDH1 inhibitor	USP1-UAF1 inh	TrxR1 substrate	HP1b chromo inh	PI4K2A inh	GLS inh	PGK inhibitor
C=CCN(CC=C)C(=O)c1ccncc1	-12%	-8%	-12%	-16%	-8%	23%	8	-5%	-6%
CC(=O)Nc1nnc(CSCc2ccc(F)cc2)s1	19%	0%	-3%	-3%	-2%	28%	-2	-2%	-2%
CCOc1ccc(OCC)c(S(=O)(=O)N2CCN(c3cccc(C)c3C)CC2)c1	10%	5%	5%	-21%	8%[11.4 µM]	40%	0	2%	-2%
CCOC(=O)c1ccc(N2CN(C3CCCCC3)CNC2=S)cc1	?	0%	8%	-10%	-11%	14%	6	0%	i
COc1ccc(S(=O)(=O)N2CCCCCC2)cc1Br	4%	4%	12%	-20%	-9%	127%[activator]	6	-7%	i
O=C(NC1CCCCC1)C1CC(=O)N(c2cccc([N+](=O)[O-])c2)C1 (centres undefined)	22%[57.1 µM]	-5%	9%	-11%	10%[57.1 µM]	-3%	-4	-1%	-10%
Cc1ccc(S(=O)(=O)N(C)C)cc1NC(=O)CSc1nc2ncc(Cl)cc2[nH]1	-5%	6%	19%	-10%	-8%	-6%	-2	3%	i
FC(F)(F)C(F)(F)C(F)(F)c1nnc2ccc(N3CCOCC3)nn12	14%[57.1 µM]	0%	9%	-16%	3%	20%	8	-11%	-8%
CC1CCN(C(=O)Cc2nn(C)c(=O)c3ccccc23)CC1	-3%	5%	-3%	-14%	-6%	17%	-1	4%	5%
Cc1cccc2c(-c3ccccc3)cc(=O)[nH]c12	-1%[57.1 µM]	-5%	9%	-15%	-2%	45%	1	5%	2%
COc1ccc(/C=N/n2c(C)cc(C)c(C(N)=O)c2=O)cc1	-17%	2%	0%	-4%	-12%	-1%	3	-4%	-9%[11.5 µM]
COc1ccc(Cl)cc1NC(=O)CSc1nc(-c2ccccc2)cc(=O)[nH]1	27%[11.4 µM]	13%	2%	1%	-6%	21%	-5	19%	-10%
COc1ccccc1/C=C1\SC(=S)N(N2C(=O)CCCC2=O)C1=O	-10%	14%	-6%	-11%	-8%	?	2	1%	i
C[C@H](O)CC1=C[C@H](O)[C@@H](C)OC1=O	1%	-6%	-6%	-6%	2%	32%	1	0%	-7%
COc1nc(N(C)C)nc(N(OC)S(=O)(=O)c2ccccc2Cl)n1	2%[57.1 µM]	7%	1%	-5%	7%[57.1 µM]	-3%	4	1%	0%
CCOc1ccc(NC(=O)c2oc3ccccc3c2NC(=O)c2ccc(OC)cc2OC)cc1	9%	8%	9%	-24%	3%	59%[activator]	-26	1%	-5%
CCC(Sc1ncccc1C(=O)O)C(=O)N1CCCC1 (centres undefined)	?	1%	3%	-8%	7%	35%	4	6%	-6%
CCCc1[nH]n(-c2nc3ccccc3s2)c(=O)c1C=NCCN1CCOCC1	-2%	2%	-2%	-11%	6%[57.1 µM]	21%	4	4%	-5%
CN=C1SC(C(=O)O)CC(=O)N1C (centres undefined)	0%	-12%	0%	-5%	-10%	54%[activator]	0	2%	0%
O=C1c2ccc(-c3ccc(Cl)c(C(F)(F)F)c3)cc2S(=O)(=O)c2cccc(C(=O)N3CCN(c4ncc(Br)cn4)CC3)c21	-18%	-3%	3%	-24%	-9%	10%	5	-9%	-6%
Cc1c[n+]([O-])cc(C)c1[N+](=O)[O-]	7%[57.1 µM]	-11%	7%	-8%	6%[57.1 µM]	13%[57 µM]	-1	-12%	-8%
O=C(Nc1ccc(Br)cc1)c1cc(-c2ccc3c(c2)OCO3)on1	10%[57.1 µM]	-3%	-3%	?	11%[0.0914 µM]	20%	0	-5%	1%
Cc1ccc(-c2csc(N(CCc3ccccc3)C(=O)COc3ccccc3)n2)cc1	6%	7%	-1%	-14%	-4%	35%[activator]	4	-10%	-11%
COc1ccc(N(CC(=O)N2CCCCCC2)S(=O)(=O)c2ccccc2)cc1	-2%[57.1 µM]	0%	5%	-17%	2%[57.1 µM]	43%	-1	-14%	i
Cc1cc(=O)n2[nH]cc(-c3ccccc3)c2n1	16%[57.1 µM]	-5%	1%	-33%	-1%[57.1 µM]	55%[activator]	1	-14%	-1%
CCCCNC(=O)Nc1ccc(C2SCCS2)cc1	21%[57.1 µM]	-1%	7%	-17%	7%	30%	2	1%	-8%
CC1=CC(C)(C)NC(=S)N1NC(=O)c1ccccc1Cl	9%[57.1 µM]	-9%	-1%	0%	-1%[57.1 µM]	35%[activator]	1	-13%	-6%
O=C(NC1=NCCS1)[C@H](Cc1ccccc1)N1C(=O)c2ccccc2C1=O	14%[57.1 µM]	4%	3%	-14%	7%[57.1 µM]	23%	-3	14%	-3%
CCc1ccc(CN2CCC(C(=O)Nc3cccc(-c4nnc(C)s4)c3)CC2)o1	0%	3%	6%	2%	2%	0%	4	4%	-5%
Cc1ccc(/C=C/C(=O)NC(=S)Nc2ccc(S(=O)(=O)Nc3cc(C)on3)cc2)cc1	-26%	1%	2%	-26%	-1%	-8%	1	15%	-10%
Cc1ccc2nc(-c3ccc(NC(=O)COC(=O)c4ccc(Br)o4)cc3)sc2c1	-9%	26%	7%	-15%	22%	30%	0	-1%	-1%
Cc1cc(-c2n[nH]c(=S)n2/N=C/c2ccc(Cl)c([N+](=O)[O-])c2)n[nH]1	-33%[57.1 µM]	-1%	-3%	-15%	7%[57.1 µM]	-24%	10	-7%	-4%
COc1ccc(NC(=O)CSc2nc3ccccc3c(=O)n2CCCN2CCCCC2)c(OC)c1	-24%	0%	0%	-12%	3%	0%	1	5%	-1%
CCC(C)N=Cc1c(Nc2ccccc2)nc2c(C)cccn2c1=O (centres undefined)	36%	?	-15%	-11%	-5%	-25%[57 µM]	4	-11%	0%
Cc1c(NC(=O)NCc2ccccc2)c(=O)n(-c2ccccc2)n1C	17%	-3%	7%	-6%	5%	24%	4	34%[activator]	-15%
COC1(OC)N=C(N)C2(C#N)C(c3cccc(Oc4ccccc4)c3)C12C#N (centres undefined)	6%	-1%	9%	-25%	-4%	41%[activator]	4	2%	-6%
CCN(CC)C(=O)c1cccc(C)c1	15%	9%	-5%	2%	5%	35%[activator]	0&1	0%&14%	4%
CC(C)(C)c1ccc(CN2N=Nc3ccccc3S2(=O)=O)cc1	?	0%	16%	-20%	3%	-11%	5	-2%	-13%
CCn1cc2nc(SCc3cccc(C(F)(F)F)c3)n(Cc3ccc(C)cc3)c(=O)c2n1	22%[57.1 µM]	1%	12%	-19%	-5%[57.1 µM]	5%	-3	-8%	i
Cc1ccc(CCNC(=O)CCc2cn(Cc3ccccc3C)c3ccccc23)cc1	4%	13%	0%	-15%	-7%	33%	5	-3%	i

Given bar-delimited: part of the list above.
Compound | rTrxR1 inhibitor | Pin1 inhibitor | mIDH1 inhibitor | USP1-UAF1 inh | TrxR1 substrate | HP1b chromo inh | PI4K2A inh | GLS inh | PGK inhibitor
COC1(OC)N=C(N)C2(C#N)C(c3cccc(Oc4ccccc4)c3)C12C#N (centres undefined) | 6% | -1% | 9% | -25% | -4% | 41%[activator] | 4 | 2% | -6%
COc1ccc(NC(=O)CSc2nc3ccccc3c(=O)n2CCCN2CCCCC2)c(OC)c1 | -24% | 0% | 0% | -12% | 3% | 0% | 1 | 5% | -1%
Cc1ccc(CCNC(=O)CCc2cn(Cc3ccccc3C)c3ccccc23)cc1 | 4% | 13% | 0% | -15% | -7% | 33% | 5 | -3% | i

The listing continues:
SMILES	rTrxR1 inhibitor	Pin1 inhibitor	mIDH1 inhibitor	USP1-UAF1 inh	TrxR1 substrate	HP1b chromo inh	PI4K2A inh	GLS inh	PGK inhibitor
O=C(O)C(Cc1c[nH]c2ccccc12)NS(=O)(=O)c1cccc2nsnc12 (centres undefined)	-12%	-3%	0%	-6%	-9%	16%	2	3%	-1%
CCc1cccc(NC(=S)N(CCOC)C(C)c2ccco2)c1 (centres undefined)	10%	-2%	6%	-25%	-5%	57%[activator]	3	-18%	-18%
COc1ccc(-c2noc(CCC(=O)N(C)c3cc(Cl)ccc3OC)n2)cc1	16%	6%	-13%	?	-4%	39%	1	-1%	7%
Cc1c(Cl)cccc1NC(=O)CSc1nccn1C	21%	-3%	-10%	-11%	3%	13%	-2	5%	5%
O=C(O)c1ccccc1C(=O)Nc1ccc(Oc2ccccc2)cc1	12%[11.4 µM]	0%	-8%	11%	8%[57.1 µM]	6%	-4	0%	i
Cc1ccc(SC(C)C(=O)NCCC2=CCCCC2)cc1 (centres undefined)	6%[57.1 µM]	0%	-5%	-13%	10%[57.1 µM]	11%	3	8%	-3%
O=C(C#Cc1ccccc1)Nc1ccc(F)cc1	-28%	-11%	9%	-12%	-7%	26%	-3	-7%	i
O=C(COC(=O)c1ccc(Br)cc1)NCC1CCCO1 (centres undefined)	19%[57.1 µM]	3%	5%	?	-4%	24%	-5	-8%	i
CCN1C[C@@H]2[C@@H]3C(=O)N(Cc4ccccc4)C(=O)[C@@H]3[C@](CC)(C1=O)N2C(=O)c1ccc(Cl)c(Cl)c1	9%[57.1 µM]	1%	13%	-22%	-6%[57.1 µM]	68%[activator]	0	-2%	-9%
COC(=O)C1=C(C(=O)OC)[C@]2([C@@H]3CC=CCN[C@@H](Cc4ccccc4)C(=O)N3Cc3ccccc3)C=C[C@H]1O2	17%	4%	-15%[38.3 µM]	?	-2%	-4%	0	0%	-3%
